Assay outcomes from PubChem.
TNAP Pi inh: human TNAP inhibition, phosphate detection; 21,000 tested, under 10 active; P05186; inhibition, % at 20 µM; purified TNAP, pNPP, malachite green phosphate absorbance
Target sequence (P05186 whole entry, looked up): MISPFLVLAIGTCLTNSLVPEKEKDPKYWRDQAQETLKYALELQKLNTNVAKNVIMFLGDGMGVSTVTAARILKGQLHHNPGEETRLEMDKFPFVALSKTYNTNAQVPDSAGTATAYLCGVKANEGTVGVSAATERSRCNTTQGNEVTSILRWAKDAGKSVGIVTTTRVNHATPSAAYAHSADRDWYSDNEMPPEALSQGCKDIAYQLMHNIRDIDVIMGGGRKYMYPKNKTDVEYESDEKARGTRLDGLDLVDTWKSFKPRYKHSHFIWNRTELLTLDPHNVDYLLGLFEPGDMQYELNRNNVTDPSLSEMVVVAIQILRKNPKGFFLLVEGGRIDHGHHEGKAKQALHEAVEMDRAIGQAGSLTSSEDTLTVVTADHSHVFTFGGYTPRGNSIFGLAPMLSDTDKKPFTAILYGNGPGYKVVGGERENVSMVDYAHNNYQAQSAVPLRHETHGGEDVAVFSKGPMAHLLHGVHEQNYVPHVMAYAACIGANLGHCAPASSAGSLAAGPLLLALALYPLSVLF
TNAP inh pNP: human TNAP inhibition, p-nitrophenol detection | P05186 | purified TNAP, pNPP hydrolysis, absorbance 405 nm | inhibition, % at 20 µM | 21,000 tested, under 10 active;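 also: 0% = DMSO only wells and 100% = 1 mM levamisole wells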
An asterisk follows results filed as active.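 The calls were made as follows: active = inhibition above 50% at the 20 µM single-dose screen; inactive = the rest.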

1) COc1cc2[nH]c(=O)n(-c3ccccc3)c(=O)c2cc1OC
2) CN1C(=O)N(C)C(=O)C2(Cc3c(ccc4ccccc34)N(C)C2)C1=O
3) CN(C)C(=O)Oc1ccc(Cl)c2ccccc12
4) CC(C)OC(=O)c1c(N)n(Cc2ccco2)c2nc3ccccc3nc12
5) CCc1sc(C(=O)N2CCC3(CC2)OCCO3)cc1Br
6) CNCC(O)c1ccc(O)cc1 (stereo not given)
7) COc1ccc(N2C(=O)CC(=O)NC2=O)cc1
8) CCOC(=O)C1=C(N)OC2=C(C(=O)CCC2)C12C(=O)N1c3c(ccc(C)c32)C(C)=CC1(C)C (stereo not given)

assay / compound | 1 | 2 | 3 | 4 | 5 | 6 | 7 | 8
TNAP Pi inh | 1.4 | -11.8 | 6.0 | -19.0 | 1.6 | 0.0 | -2.7 | 8.6
TNAP inh pNP | 4.1 | -1.3 | 1.2 | -12.7 | -1.1 | 0.0 | -7.2 | 4.7

9) CCCCn1c(O)c(C=Nc2c(C)n(C)n(-c3ccccc3)c2=O)c(=O)[nH]c1=O
10) O=C1c2ccccc2C(=O)N1Cc1nc2ccccc2c(=O)n1-c1ccccn1
11) O=c1c2cc(Cl)cc(Cl)c2nc(CN2CCOCC2)n1-c1ccccc1F
12) COCCOC(=O)c1c(N)n(Cc2ccc(OC)cc2)c2nc3ccccc3nc12
13) CCOC(=O)c1cc(C)n(CCc2cnc[nH]2)c1C
14) CCCCCn1c(N)c(C(=O)NCCN2CCOCC2)c2nc3ccccc3nc21
15) CC1(C)CC(=O)C(C=NCCN2CCN(C(=O)Cc3ccccc3)CC2)=C(O)C1
16) C[C@H]1OC[C@@H](C[N+](C)(C)C)O1

assay / compound | 9 | 10 | 11 | 12 | 13 | 14 | 15 | 16
TNAP Pi inh | 8.7 | 0.0 | 6.0 | 3.1 | 13.0 | 10.5 | 8.1 | 7.0
TNAP inh pNP | 2.5 | 0.0 | 4.1 | -7.0 | 4.8 | 5.0 | 0.7 | 1.1

17) CCOC(=O)C1C(=O)NC2(C)CC1c1cc(OC)ccc1O2 (stereo not given)
18) COc1ccc(CN2CC3CC(C2)c2cccc(=O)n2C3)cc1OC (stereo not given)
19) Cn1c(O)c(C=NC2CCN(Cc3ccccc3)CC2)c(=O)n(C)c1=O
20) CC(C(=O)c1c[nH]c2ccccc12)N1CCc2ccccc2C1 (stereo not given)
21) Nc1c(C(=O)OCC2CCCO2)c2nc3ccccc3nc2n1Cc1cccs1 (stereo not given)
22) CCc1nc(N2CCNCC2)c(C#N)c2c1CSC(C)(C)C2
23) Cc1cccn2c(=O)c3c(nc12)N1CCC(Cc2ccccc2)CC1C1(C3)C(=O)N(C)C(=O)N(C)C1=O (stereo not given)
24) CCN(CC)CCN=C(C)c1c(O)n(-c2ccccc2OC)c(=O)[nH]c1=O

assay / compound | 17 | 18 | 19 | 20 | 21 | 22 | 23 | 24
TNAP Pi inh | 9.7 | 11.0 | 0.0 | 10.6 | -1.6 | 0.0 | 9.1 | -16.7
TNAP inh pNP | 4.7 | 5.8 | 0.0 | 6.5 | -0.4 | 0.0 | 5.3 | 2.7

25) Cc1cc(C(=O)N2CCC3(CC2)OCCO3)cs1
26) COc1ccc(N=C(C)c2c(O)n(C)c(=O)n(C)c2=O)c(OC)c1
27) COc1cccc(N2CCN(Cc3cccc(Cl)c3)CC2)c1
28) CC(=O)OC1(Cc2ccccc2)CN2CCC1c1ccccc12 (stereo not given)
29) N=C1C(c2ccccc2)=C(O)CN1Cc1ccco1
30) Clc1ccc(CSC(Cn2ccnc2)c2ccc(Cl)cc2Cl)cc1 (stereo not given)
31) CC(CCc1ccccc1)NC(C)C(O)c1ccc(O)cc1 (stereo not given)
32) Clc1ccc(COC(Cn2ccnc2)c2ccc(Cl)cc2Cl)c(Cl)c1 (stereo not given)

assay / compound | 25 | 26 | 27 | 28 | 29 | 30 | 31 | 32
TNAP Pi inh | -8.5 | -4.7 | 0.0 | 5.4 | -11.6 | 0.0 | 2.6 | 5.7
TNAP inh pNP | 7.6 | 2.5 | -5.3 | -1.5 | 2.5 | 0.0 | -1.8 | 3.6

33) Cc1ccc2c(c1)CC1(CN2C)C(=O)NC(=O)N(c2cccc(C)c2C)C1=O (stereo not given)
34) Nc1c(C(=O)NCc2ccco2)c2nc3ccccc3nc2n1Cc1ccc(F)cc1
35) COc1ccc(C(=O)CN2CCOCC2)cc1F
36) CCCCn1c(=O)c(C(=O)Nc2ccccc2S(N)(=O)=O)c(O)c2ccccc21
37) CCCCc1ccc2[nH]cc(CCN)c2c1
38) Nc1c(C(=O)NCCc2ccccc2)c2nc3ccccc3nc2n1CCN1CCOCC1
39) C[N+]12CCC(CC1)C(C#N)(N1CCOCC1)C2 (stereo not given)
40) CCC(=NCCOc1ccc(Cl)cc1)c1c(O)n(C)c(=O)n(C)c1=O

assay / compound | 33 | 34 | 35 | 36 | 37 | 38 | 39 | 40
TNAP Pi inh | 13.3 | 0.0 | 5.7 | 8.7 | -14.7 | -8.2 | 9.8 | -17.5
TNAP inh pNP | 3.4 | 0.0 | 3.3 | 0.9 | 0.8 | 4.6 | 9.2 | 0.2

41) CC[N+]1(C)CCCC(OC(=O)C(O)(c2ccccc2)c2ccccc2)C1 (stereo not given)
42) COc1ccc2c(c1OC)C(=O)OC2c1c(O)n(Cc2ccc(F)cc2)c(=O)[nH]c1=O (stereo not given)
43) CCC(=NCCO)c1c(O)n(-c2ccc(Cl)cc2)c(=O)[nH]c1=O
44) CCN(CC)CCCN=Cc1c(O)n(-c2ccccc2F)c(=O)[nH]c1=O
45) CC(=O)OC1(c2ccc(C)cc2)CN2CCC1c1ccccc12 (stereo not given)
46) COc1ccc(N=C(C)c2c(O)n(C3CCCCC3)c(=O)[nH]c2=O)c(OC)c1
47) Cc1cc(N)n(C2CCN(C)CC2)n1
48) O=c1[nH]c2ccccc2n1CCCN1CCC(n2c(=O)[nH]c3cc(Cl)ccc32)CC1

assay / compound | 41 | 42 | 43 | 44 | 45 | 46 | 47 | 48
TNAP Pi inh | 8.2 | -7.4 | 13.7 | 6.9 | 10.6 | 8.2 | -1.9 | 8.1
TNAP inh pNP | 2.2 | 6.5 | 8.2 | -2.8 | 6.4 | -1.2 | 4.4 | 3.2

49) COCCOC(=O)C1=C(N)Oc2c(c(=O)oc3ccccc23)[C@@]12C(=O)Nc1ccccc12
50) O=C(c1cc2c(s1)CCCCCC2)N1CCC2(CC1)OCCO2
51) OC1(c2ccc(F)cc2)CC2CCC(C1)N2Cc1nnnn1C1CCCCC1 (stereo not given)
52) CCN(CC)CCCN=C(C)c1c(O)n(C2CCCCC2)c(=O)[nH]c1=O
53) O=c1[nH]c(=O)n(CCC2=CCCCC2)c(O)c1C=NCCCn1ccnc1
54) CC(C)[C@H]1C(=O)N2CCC[C@H]2[C@]2(O)O[C@](NC(=O)[C@@H]3C=C4c5cccc6[nH]cc(c56)C[C@H]4N(C)C3)(C(C)C)C(=O)N12
55) C[C@H]1CCCC(=O)CCCCCc2cc(O)cc(O)c2C(=O)O1
56) CC(=O)c1ccccc1NC(=O)C1C2CCC(O2)C1C(=O)O (stereo not given)

assay / compound | 49 | 50 | 51 | 52 | 53 | 54 | 55 | 56
TNAP Pi inh | -7.8 | -19.6 | 13.0 | 12.5 | -1.0 | -12.8 | -1.0 | 3.8
TNAP inh pNP | -3.5 | 2.5 | 3.1 | 3.4 | 6.7 | -12.1 | 7.5 | 1.7

57) Cn1c(O)c(C(=O)c2ccccc2Cl)c(=O)n(C)c1=O
58) CCCCn1c(O)c(C(C)=NCCCN(CC)CC)c(=O)[nH]c1=O
59) O=C(c1ccco1)C12CN3CN(CN(C3)C1)C2
60) Cc1ccc2c(c1)CC1(CN2C)C(=O)NC(=O)N(c2ccc(C)c(C)c2)C1=O (stereo not given)
61) CN=C(SCc1cc2c(cc1Cl)OCO2)c1c(O)n(C)c(=O)n(C)c1=O
62) CC1(C)N(O)C2CCCCC2N1O (stereo not given)
63) C=CCn1c(O)c(C(C)=Nc2ccc(NC(C)=O)cc2)c(=O)[nH]c1=O
64) O=C(Cc1ccccc1)OCCN1CCCCC1

assay / compound | 57 | 58 | 59 | 60 | 61 | 62 | 63 | 64
TNAP Pi inh | -11.6 | -16.1 | 6.1 | -17.8 | 6.5 | 1.4 | 14.4 | 20.4
TNAP inh pNP | 1.9 | 5.7 | 2.2 | 4.4 | 6.9 | -4.1 | 0.3 | 6.5

65) CC1(c2ccccc2)NCCN2C(=O)CSC21 (stereo not given)
66) Cc1nonc1-c1nc(-c2nonc2N)n[nH]1
67) C[C@]12CCC(=O)C=C1CC[C@@H]1[C@@H]2CC[C@]2(C)C(=O)CC[C@@H]12
68) NC(=O)C1(N2CCCCC2)CCN(Cc2ccccc2)CC1
69) CCCCOC(=O)C1=C(N)OC2=C(C(=O)CCC2)[C@]12C(=O)N(C)c1ccccc12
70) Cc1cc(OCc2nn[nH]n2)c2c3c(c(=O)oc2c1)CCCC3
71) N=c1sc2c(n1Cc1ccccc1)CCCC2
72) CC(=NCCO)c1c(O)n(C)c(=O)n(C)c1=O

assay / compound | 65 | 66 | 67 | 68 | 69 | 70 | 71 | 72
TNAP Pi inh | 9.3 | 10.8 | 9.9 | -8.3 | 4.9 | 5.2 | 9.8 | -5.4
TNAP inh pNP | 4.0 | 1.7 | 5.7 | -8.9 | 2.6 | 1.4 | 3.9 | -1.7

73) O=C1CN=C(c2ccccc2)c2oc3ccc(Br)cc3c2N1
74) CC1(C)C(C(=O)NCc2ccco2)C1(C)C
75) O=C(CCC(=O)N1CCC2(CC1)OCCO2)Nc1nnc(C(F)(F)F)s1
76) O=c1[nH]c(=O)n(C2CCCCCC2)c(O)c1C=NC1CCN(Cc2ccccc2)CC1
77) O=C(Nc1cccc(Cl)c1)c1c(O)c2c(n(Cc3ccco3)c1=O)CCCC2
78) O=C(COc1ccccc1)N1CCN(C2CCCC2)CC1
79) CCC(=NCCCN(CC)CC)c1c(O)n(C2CCCCC2)c(=O)[nH]c1=O
80) CCCCCCN=C(C)c1c(O)n(CCCC)c(=O)[nH]c1=O

assay / compound | 73 | 74 | 75 | 76 | 77 | 78 | 79 | 80
TNAP Pi inh | -1.0 | 3.3 | 10.1 | 5.6 | 8.0 | -12.7 | 10.8 | 7.7
TNAP inh pNP | 3.7 | 0.5 | 4.7 | 2.9 | 1.6 | 4.7 | 6.4 | 5.7

From no. 37 to 53, copied from above:
37) CCCCc1ccc2[nH]cc(CCN)c2c1
38) Nc1c(C(=O)NCCc2ccccc2)c2nc3ccccc3nc2n1CCN1CCOCC1
39) C[N+]12CCC(CC1)C(C#N)(N1CCOCC1)C2 (stereo not given)
40) CCC(=NCCOc1ccc(Cl)cc1)c1c(O)n(C)c(=O)n(C)c1=O
41) CC[N+]1(C)CCCC(OC(=O)C(O)(c2ccccc2)c2ccccc2)C1 (stereo not given)
42) COc1ccc2c(c1OC)C(=O)OC2c1c(O)n(Cc2ccc(F)cc2)c(=O)[nH]c1=O (stereo not given)
43) CCC(=NCCO)c1c(O)n(-c2ccc(Cl)cc2)c(=O)[nH]c1=O
44) CCN(CC)CCCN=Cc1c(O)n(-c2ccccc2F)c(=O)[nH]c1=O
45) CC(=O)OC1(c2ccc(C)cc2)CN2CCC1c1ccccc12 (stereo not given)
46) COc1ccc(N=C(C)c2c(O)n(C3CCCCC3)c(=O)[nH]c2=O)c(OC)c1

assay / compound | 37 | 38 | 39 | 40 | 41 | 42 | 43 | 44 | 45 | 46
TNAP Pi inh | -14.7 | -8.2 | 9.8 | -17.5 | 8.2 | -7.4 | 13.7 | 6.9 | 10.6 | 8.2
TNAP inh pNP | 0.8 | 4.6 | 9.2 | 0.2 | 2.2 | 6.5 | 8.2 | -2.8 | 6.4 | -1.2

47) Cc1cc(N)n(C2CCN(C)CC2)n1
48) O=c1[nH]c2ccccc2n1CCCN1CCC(n2c(=O)[nH]c3cc(Cl)ccc32)CC1
49) COCCOC(=O)C1=C(N)Oc2c(c(=O)oc3ccccc23)[C@@]12C(=O)Nc1ccccc12
50) O=C(c1cc2c(s1)CCCCCC2)N1CCC2(CC1)OCCO2
51) OC1(c2ccc(F)cc2)CC2CCC(C1)N2Cc1nnnn1C1CCCCC1 (stereo not given)
52) CCN(CC)CCCN=C(C)c1c(O)n(C2CCCCC2)c(=O)[nH]c1=O
53) O=c1[nH]c(=O)n(CCC2=CCCCC2)c(O)c1C=NCCCn1ccnc1

assay / compound | 47 | 48 | 49 | 50 | 51 | 52 | 53
TNAP Pi inh | -1.9 | 8.1 | -7.8 | -19.6 | 13.0 | 12.5 | -1.0
TNAP inh pNP | 4.4 | 3.2 | -3.5 | 2.5 | 3.1 | 3.4 | 6.7

Going on with the list.
81) O=c1[nH]c2ccccc2c(=O)n1-c1cccc(Cl)c1
82) Cc1ccc(Cl)cc1-n1c(O)c(C=NCCCN2CCOCC2)c(=O)[nH]c1=O
83) CCOC(=O)c1ccc(N2C(=O)CC(N3CCC(C#N)(c4ccccc4)CC3)C2=O)cc1 (stereo not given)
84) c1ccc2c(c1)CNc1ccccc1O2
85) S=C(c1ccc(Cl)cc1)N1CCOCC1
86) CN(C)CP(=O)(O)CN(C)C=O
87) CCCCOCCCn1c(N)c(C(=O)OC(C)COC)c2nc3ccccc3nc21 (stereo not given)
88) COc1ccc2c(c1)CC1(CN2C)C(=O)NC(=O)N(CCc2ccccc2)C1=O (stereo not given)

assay / compound | 81 | 82 | 83 | 84 | 85 | 86 | 87 | 88
TNAP Pi inh | -12.3 | 10.2 | 9.6 | -11.2 | 2.9 | 9.6 | 0.0 | 11.8
TNAP inh pNP | 4.7 | 6.2 | 6.1 | 7.6 | -2.5 | 2.1 | 0.0 | 4.9

89) CCC(=O)c1cn(Cc2ccccc2C#N)c2ccccc12
90) COc1ccc(C(=O)N2CCCC2=O)cc1
91) CCCCn1c(O)c(C(C)=NCCCN(C)C)c(=O)[nH]c1=O
92) C=COCCn1c(C)c(C(=O)OCC)c2cc(O)ccc21
93) C[N+]1(C)CCc2cc3c(cc2[C@H]1[C@@H]1OC(=O)c2c1ccc1c2OCO1)OCO3
94) CCOP(=O)(C#CC(C)(C)C)C1(O)CCCCC1 (stereo not given)
95) CN(CC1COc2ccccc2O1)c1nc(-c2cccnc2)nc2ccccc12 (stereo not given)

assay / compound | 89 | 90 | 91 | 92 | 93 | 94 | 95
TNAP Pi inh | 5.7 | -15.0 | 5.2 | -2.5 | -3.0 | 0.2 | 13.5
TNAP inh pNP | 3.3 | 3.9 | -2.7 | 3.2 | 5.4 | -2.4 | 8.9

Not all compounds are listed; the hit share may differ from the screen's.
